Tat export inh: E. coli Tat transport inhibition; inhibition, % at 10 µM; E. coli MC4100 TorA-mCherry Tat export, fluorescence; 340,000 compounds, 0.036% hits;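 active = mean replicate inhibition at least 50% and at least half of replicates individually reaching 50%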;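 also: exported cargo escapes ClpAP degradation while cytoplasmic cargo is degraded and loses fluorescence; 0% = median of neutral control wells and 100% = median of NaSCN control wells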
DSG3 Ab inh: human desmoglein-3 autoantibody binding inhibition; binding (percent of control), % at 10 µM; P32926; DSG3-coupled beads, scFv-anti-DSG3-GFP binding, flow cytometry; stronger effect = lower value; AID 588358; 310,000 compounds, 0.48% hits;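 active = binding more than 3 SD below its plate's average and above zero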;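 also: hits lower antibody fragment binding to DSG3; some compounds called inactive have numbers as strong as hits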
Target sequence (P32926 whole entry, looked up, the tested form may be a part): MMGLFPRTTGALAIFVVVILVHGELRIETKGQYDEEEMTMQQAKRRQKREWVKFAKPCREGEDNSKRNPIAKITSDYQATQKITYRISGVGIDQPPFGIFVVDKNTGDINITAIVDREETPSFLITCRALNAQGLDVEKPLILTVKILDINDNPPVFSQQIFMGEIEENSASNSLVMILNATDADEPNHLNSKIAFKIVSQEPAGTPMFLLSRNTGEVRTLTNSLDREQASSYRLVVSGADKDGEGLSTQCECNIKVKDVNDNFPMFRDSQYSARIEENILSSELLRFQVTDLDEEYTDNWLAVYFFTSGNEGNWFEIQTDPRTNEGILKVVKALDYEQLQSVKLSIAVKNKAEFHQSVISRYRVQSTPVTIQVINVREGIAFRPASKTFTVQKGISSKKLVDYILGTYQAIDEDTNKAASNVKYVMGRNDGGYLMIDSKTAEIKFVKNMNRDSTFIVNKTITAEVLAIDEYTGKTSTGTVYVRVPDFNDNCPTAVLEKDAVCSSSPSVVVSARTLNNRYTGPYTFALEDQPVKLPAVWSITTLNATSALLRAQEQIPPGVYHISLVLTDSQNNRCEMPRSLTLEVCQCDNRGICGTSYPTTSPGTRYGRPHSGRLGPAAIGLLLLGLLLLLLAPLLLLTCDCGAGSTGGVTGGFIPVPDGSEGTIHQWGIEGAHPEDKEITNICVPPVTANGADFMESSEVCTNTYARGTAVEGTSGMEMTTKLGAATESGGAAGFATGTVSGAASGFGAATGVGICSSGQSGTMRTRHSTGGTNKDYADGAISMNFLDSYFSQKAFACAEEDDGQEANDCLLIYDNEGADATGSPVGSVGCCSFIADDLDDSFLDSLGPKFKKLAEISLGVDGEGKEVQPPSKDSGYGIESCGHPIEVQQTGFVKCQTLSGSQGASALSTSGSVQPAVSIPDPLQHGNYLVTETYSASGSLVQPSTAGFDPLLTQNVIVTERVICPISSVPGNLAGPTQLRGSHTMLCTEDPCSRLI
OPRM1-OPRD1 inv: mu-delta opioid heterodimer inverse agonism. cell-based MOR-DOR heterodimer luminescence. inhibition, % at 9.3 µM. 340,000 compounds, 0.21% hits. AID 504357; in the data active = inhibition above about 22%, passing the limit was not always enough;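 also: 0% = cells with DMSO and 100% = wells without cells with DMSO; values of inactives mirror those of a sister screen read the other way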
OPRM1-OPRD1 ag: agonists of human mu-delta opioid receptor heterodimerization. activation, % at 9.3 µM. 340,000 compounds, 0.3% hits. cells, OPRM1-OPRD1 heterodimerization, luminescence; in the data active = activation above about 18%;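 also: 0% = vehicle-treated cells and 100% = reference agonist; values of inactives mirror those of a sister screen read the other way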
Arrestin-AP2 inh: human beta-arrestin and AP2 interaction inhibition | FITC-arrestin peptide / GST-AP2 beads, flow cytometry; AP2 beta2 appendage carries R879A mutation | inhibition, % at 10 µM | 340,000 compounds, 0.31% hits;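 active = inhibition above a set limit, near 3 SD of compounds lacking own fluorescence, cut at about 54% in these data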;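 also: plate controls were DMSO wells for no effect and 5 µM unlabelled arrestin peptide for full effect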
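Assay system: GST-AP2 R879A bound to glutathione beads, E. coli-expressed; Medium: PBS with 0.05% Tween 20 and 0.1% BSA; Also added: fluorescein-tagged arrestin peptide at 50 nM final; Timing: 12 min plus 1 h, RT; Measured by: flow cytometry, FL1 (488/535 nm); Evaluation: percent drop in bead-associated FITC signal.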
E coli growth: bacterial growth inhibition, counter-screen for AddAB inhibitors; inhibition, % at 11.9 µM; 330,000 compounds, 0.27% hits; E. coli V3065 growth, OD600 absorbance, 18 h;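 active = inhibition above the campaign's mean inhibition across all tested compounds plus 3 SD, cut at about 9.9% in these data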;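 also: uninfected addAB+ strain grown without phage in ampicillin broth; 0% = DMSO wells and 100% = ciprofloxacin 0.95 µg/ml wells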
PKA-R1A act: activates the PKA-R1A holoenzyme complex; PKA-R1A dissociation, Cy5-IP20 fluorescence polarization; scaled: DMSO 0%, 113 µM cGMP 100%; 340,000 compounds, 0.083% hits; activation, % at 11.4 µM; AID 504707; P00514+P68181;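 active = percent activation above the mean of all tested compounds plus 3 SD, cut at about 19% in these data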;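 also: higher means more PKAc released from R1A so a rise in polarization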
PfHsp90 yeast 2: growth inhibition of yeast expressing Plasmodium Hsp90; S. cerevisiae expressing PfHsp90, BacTiter-Glo ATP, 48 h; yeast lacking PDR1 and PDR3 efflux regulators; inhibition, % at 9.4 µM; 310,000 compounds, 0.32% hits;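 active = every replicate shows inhibition above about 80%, whatever the replicate mean, limit read from the data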;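 also: 0% = DMSO neutral controls and 100% = 20 µM radicicol positive controls; yeast relying on Plasmodium falciparum Hsp90 in place of its own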
SUMO Mot1 rescue: inhibitors of SUMOylation pathway: yeast Mot1-301 growth rescue; 320,000 compounds, 1% hits; S. cerevisiae Mot1-301 growth rescue, ATP luminescence, 38.5C; percent above DMSO median, 100 means doubled; growth rescue, % at 18.8 µM;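 active = every valid replicate shows activation above 250% relative to neutral control wells; inactive = the rest, any valid replicate at or below 250%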;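 also: OY570 slx delta 5 strain wells were the positive control but not used for scaling; some compounds called inactive have numbers as strong as hits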
AddAB inh: less growth of phage-infected E. coli with AddAB | E. coli expressing H. pylori AddAB, absorbance growth | inhibition, % at 11.9 µM | 330,000 compounds, 0.29% hits | AID 435030; in the data active = inhibition above about 12%;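 also: 0% = vehicle wells of infected cells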
phage Ecoli inh: E. coli growth loss with phage present; growth absorbance; inhibition, % at 11.9 µM; 360,000 compounds, 0.26% hits; in the data active = inhibition above about 11%
Numbers without * were called inactive; . = not tested or not shown.

SMILES	Tat export inh	DSG3 Ab inh	OPRM1-OPRD1 inv	OPRM1-OPRD1 ag	Arrestin-AP2 inh	E coli growth	PKA-R1A act	PfHsp90 yeast 2	SUMO Mot1 rescue	AddAB inh	phage Ecoli inh
COc1ccc(/C=N\NC(=O)COc2ccc(Cl)cc2Cl)c(C(=O)O)c1OC	-6.5	110.5	-4.5	0.8	-0.3	2.5	-5.5	0.3	-15.5	2.1	3.7
CN(C(=O)CSc1nc2ccccc2c(=O)n1-c1ccc(F)cc1)C1CCS(=O)(=O)C1 (centres undefined)	-9.4	85.4	10.9	-2.5	-8.9	-1.1	0.1	-1.6	.	1.6	2.3
Cc1ccc(-c2cc(C(=O)N/N=C/c3cccnc3)c3ccccc3n2)cc1C	.	95.8	.	.	9.5	-2.0	.	.	519.4	0.8	-1.9
COc1cc(C(=O)NCCNc2nc3c(C)c(C)ccc3cc2C#N)cc(OC)c1OC	-1.6	99.8	3.7	-0.8	16.9	-2.8	-3.4	-4.5	18.6	2.6	1.2
Cn1c(=O)c2c(nc(N3CCCCCC3)n2Cc2cccc3ccccc23)n(C)c1=O	4.4	104.1	12.4	-2.0	-4.4	-0.4	-1.9	-129.3	12.7	3.0	3.6
O=C(O)CSCC(=O)NCc1c(Cl)cccc1Oc1ccccc1	7.1	99.8	7.7	-1.5	10.1	-0.5	-9.8	2.4	-4.8	1.1	1.3
COc1ccccc1N1CCN(C(=O)c2ccc(S(=O)(=O)N3CCCC3)cc2)CC1	0.9	95.4	14.9	-2.6	-6.7	-0.3	-3.4	21.5	-8.6	0.3	0.5
COc1ccccc1-c1cc(C(F)(F)F)nc(S(=O)(=O)CCCC(=O)Nc2cc(C)on2)n1	0.5	92.4	-0.9	0.2	-8.2	-0.6	-3.7	10.9	7.5	2.4	2.0
Cn1cccc1P(=O)(c1cccn1C)c1cccn1C	-3.2	101.3	20.3	-3.6	1.3	-3.4	-2.6	-2.2	-10.7	1.4	2.3
COc1ccc(S(=O)(=O)N2CCN(S(=O)(=O)c3ccc4c(c3)OCCO4)CC2)cc1	13.3	80.3	3.4	-0.6	-2.8	0.8	-5.3	-16.4	3.8	0.4	3.9
[O-]/[N+](=C\c1ccncc1)c1ccccc1	1.4	101.5	28.5	-5.7	23.7	2.4	-14.5	-45.6	-8.6	1.7	2.4
COc1ccc(N2CCN(S(=O)(=O)c3ccc4c(c3)NC(=O)CC(=O)N4)CC2)cc1	-6.1	101.3	7.4	-1.5	-1.5	-3.4	-6.5	-8.3	1.8	3.2	0.7
COc1ccc(Cn2c(SC)nc3ccccc32)cc1[N+](=O)[O-]	-1.9	107.1	19.1	-3.7	-2.8	0.3	-11.6	-2.9	-7.3	3.4	1.5
O=C(NNC(=O)c1cc2cc(Br)ccc2oc1=O)c1ccc(O)cc1O	-3.7	85.3	18.3	-2.8	-2.0	23.2*	3.2	-3.0	18.6	23.7*	18.0*
CC(Oc1ccccc1[N+](=O)[O-])C(=O)N/N=C/c1ccoc1 (centres undefined)	-1.3	.	5.1	-1.0	-2.3	1.9	-12.8	-1.6	546.6*	1.5	0.6
Cc1cc(C)n(-c2nc(NC(C)(C)C)nc(NC(C)(C)C)n2)n1	7.6	92.6	12.1	-2.4	-11.5	-1.3	-1.8	-30.9	-17.6	-0.4	0.9
CCOC(=O)CSc1nc(C)c2ccccc2n1	9.1	104.4	15.0	-2.7	-7.0	-1.7	-9.2	13.1	-3.9	1.0	2.4
CCOc1cc(/C=C(\C#N)C(N)=O)ccc1OCc1c(C)no[n+]1[O-]	-4.9	92.1	9.1	-1.8	25.0	4.0	-3.4	8.8	-2.4	-0.3	3.5
COC(=O)c1ccc(CS(=O)(=O)c2ccccc2C)o1	1.6	118.1	8.8	-1.6	-6.0	0.1	3.9	.	117.1	1.6	1.6
CC(C)c1ccc(/C=C/C(=O)CCC(=O)O)cc1	31.4	127.0	17.8	-3.1	-1.1	-0.5	-10.0	-36.0	-1.5	-1.0	4.7
CCOC(=O)CNC(=O)C(NC(=O)C1CCC(C)CC1)C(C)CC (centres undefined)	-7.9	.	6.5	-1.2	10.9	0.9	-16.1	.	11.7	5.6	1.9
O=C(NCCC1CCCCN1S(=O)(=O)c1ccccc1)C(=O)NCc1ccc(F)cc1 (centres undefined)	6.1	99.2	8.8	-1.4	-1.2	0.6	2.6	.	30.7	2.8	5.1
COc1ccc2c(c1)sc1nc(=O)ccn12	3.5	105.2	-3.2	0.7	16.3	1.3	2.2	3.8	139.5	0.8	0.7
Cc1nn(-c2ccccc2)c(Cl)c1/C=N/NC(=O)c1cccc(S(=O)(=O)N2CCCC2)c1	-1.3	100.4	10.0	-2.0	-17.8	2.1	-13.5	6.6	6.8	3.7	3.3
COc1ccc(Br)cc1CNC(=O)C1CCN(c2nnc(N3CCCC3=O)s2)CC1	-3.3	90.4	1.1	-0.2	12.0	-2.6	-0.4	-37.0	-8.2	0.5	4.1
O=c1oc2ccccc2cc1-c1nnc(-c2cccc(Br)c2)o1	-2.2	95.2	10.1	-2.0	-3.6	-0.3	-6.8	10.4	37.7	4.8	1.6
C=CCN(C(=O)COc1ccccc1)c1nnc(-c2ccncc2)s1	6.4	98.4	7.6	-1.3	25.8	-1.3	-4.5	-16.9	2.9	1.5	2.4
CC(C)CN(CCCNC(=O)CN1C(=O)CSc2ccc(S(=O)(=O)N3CCOCC3)cc21)CC(C)C	10.8	97.4	14.9	-2.9	38.6	2.4	-18.6	-27.1	5.8	4.9	2.0
CC1CCCCN1C(=O)c1c(Cl)cnn1C (centres undefined)	-0.4	117.4	12.2	-2.1	-11.5	.	4.1	16.1	-2.8	.	3.5
COc1cccc(C2C3CN(C)CC=C3C(C#N)=C(N)C2(C#N)C#N)c1OC (centres undefined)	3.2	100.0	11.0	-2.0	-4.2	-0.8	-9.4	0.7	-2.0	2.7	-0.8
O=C(O)c1ccccc1NC(=O)C1CCCO1 (centres undefined)	-1.0	95.4	7.0	-1.2	22.4	1.2	-6.1	-23.2	161.5	0.1	-0.5
CCOC(=O)C(=CNc1cc(C)ccc1[N+](=O)[O-])C(=O)OCC	1.0	.	0.0	0.0	-13.4	-2.4	-6.0	7.7	-18.2	1.3	0.7
COc1ccccc1NC(=O)c1cc(Cl)ccc1NC(=O)c1ccco1	-0.8	106.5	-17.2	3.3	6.2	-2.6	-2.2	-8.2	-0.8	-1.8	2.9
CCC(C)(C)NC(=O)C1CCCN1C(=O)NC1CCCCC1 (centres undefined)	-1.7	89.4	9.9	-2.1	-3.1	-0.1	-15.5	8.3	6.7	-0.2	1.9
CCn1nnnc1SCC(=O)Nc1cccc(C)n1	-6.4	95.9	3.5	-0.7	4.5	-2.8	12.7	-11.5	2.0	1.5	1.9
CCOC(=O)c1c(NC(=O)CSc2nnc(CNC(=O)c3ccco3)n2C)sc2c1CCC2	-2.9	102.6	-0.9	0.2	5.3	-2.2	-3.9	6.0	-11.5	-0.8	3.1
Cc1ccc(-c2csc(N3CCC(C(N)=O)(N4CCCCC4)CC3)n2)cc1	1.7	110.7	0.0	0.0	-6.3	1.4	2.1	13.0	20.1	-1.4	2.2

Quoted from the entries so far for reference:
SMILES	Tat export inh	DSG3 Ab inh	OPRM1-OPRD1 inv	OPRM1-OPRD1 ag	Arrestin-AP2 inh	E coli growth	PKA-R1A act	PfHsp90 yeast 2	SUMO Mot1 rescue	AddAB inh	phage Ecoli inh
O=C(NCCC1CCCCN1S(=O)(=O)c1ccccc1)C(=O)NCc1ccc(F)cc1 (centres undefined)	6.1	99.2	8.8	-1.4	-1.2	0.6	2.6	.	30.7	2.8	5.1
COc1ccc2c(c1)sc1nc(=O)ccn12	3.5	105.2	-3.2	0.7	16.3	1.3	2.2	3.8	139.5	0.8	0.7
Cc1nn(-c2ccccc2)c(Cl)c1/C=N/NC(=O)c1cccc(S(=O)(=O)N2CCCC2)c1	-1.3	100.4	10.0	-2.0	-17.8	2.1	-13.5	6.6	6.8	3.7	3.3
COc1ccc(Br)cc1CNC(=O)C1CCN(c2nnc(N3CCCC3=O)s2)CC1	-3.3	90.4	1.1	-0.2	12.0	-2.6	-0.4	-37.0	-8.2	0.5	4.1
O=c1oc2ccccc2cc1-c1nnc(-c2cccc(Br)c2)o1	-2.2	95.2	10.1	-2.0	-3.6	-0.3	-6.8	10.4	37.7	4.8	1.6
C=CCN(C(=O)COc1ccccc1)c1nnc(-c2ccncc2)s1	6.4	98.4	7.6	-1.3	25.8	-1.3	-4.5	-16.9	2.9	1.5	2.4
CC(C)CN(CCCNC(=O)CN1C(=O)CSc2ccc(S(=O)(=O)N3CCOCC3)cc21)CC(C)C	10.8	97.4	14.9	-2.9	38.6	2.4	-18.6	-27.1	5.8	4.9	2.0
CC1CCCCN1C(=O)c1c(Cl)cnn1C (centres undefined)	-0.4	117.4	12.2	-2.1	-11.5	.	4.1	16.1	-2.8	.	3.5
COc1cccc(C2C3CN(C)CC=C3C(C#N)=C(N)C2(C#N)C#N)c1OC (centres undefined)	3.2	100.0	11.0	-2.0	-4.2	-0.8	-9.4	0.7	-2.0	2.7	-0.8
O=C(O)c1ccccc1NC(=O)C1CCCO1 (centres undefined)	-1.0	95.4	7.0	-1.2	22.4	1.2	-6.1	-23.2	161.5	0.1	-0.5
CCOC(=O)C(=CNc1cc(C)ccc1[N+](=O)[O-])C(=O)OCC	1.0	.	0.0	0.0	-13.4	-2.4	-6.0	7.7	-18.2	1.3	0.7
COc1ccccc1NC(=O)c1cc(Cl)ccc1NC(=O)c1ccco1	-0.8	106.5	-17.2	3.3	6.2	-2.6	-2.2	-8.2	-0.8	-1.8	2.9
CCC(C)(C)NC(=O)C1CCCN1C(=O)NC1CCCCC1 (centres undefined)	-1.7	89.4	9.9	-2.1	-3.1	-0.1	-15.5	8.3	6.7	-0.2	1.9

Assay outcomes (PubChem BioAssay)
